Integrin act MD: qHTS for Activators of Integrin-Mediated Alleviation for Muscular Dystrophy. hit rate 0.064% among 350,000. alpha7betagal myoblasts, beta-gal FDG fluorescence, 48 h. Potency, µM (highest dose often 38.3 µM), without a hit: at the highest dose activation, hits mostly activators. AID 624291, 2012;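 further: potency means the concentration at half of the fitted maximal effect; 100% = response of the positive control SU9516; nearly all actives have a fitted effect of over 60% in size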
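Alpha7betagal+/- myoblasts (passage 13) were plated 16-24 hr, then exposed to compounds (1:260 dilution of DMSO stock) for 48 hours at 37C. After MPER lysis, β-galactosidase reporter activity was read as FDG fluorescence (ex 480/em 540) after 30 minutes.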
Mito fusion act: qHTS Assay for Small Molecule Inhibitors of Mitochondrial Division or Activators of Mitochondrial Fusion. S. cerevisiae fusion-defective mutant growth rescue, CellTiterGlo 48 h. Potency, µM (highest dose often 46.1 µM), for inactives: at the highest dose growth rescue (activation), hits mostly activators. hit rate 0.23% among 320,000;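 further: potency means the concentration at half of the fitted maximal effect; % of control where 0% means no effect; nearly all actives have a fitted effect of over 45% in size; temperature-sensitive fusion mutants such as fzo1-1 at 37 °C on non-fermentable ethanol glycerol medium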
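S. cerevisiae fusion-defective temperature-sensitive mutants (e.g. fzo1-1, mgm1-5) grown 48 h at 37C in YPEG (ethanol/glycerol non-fermentable) medium with 23 nl compound per well; growth rescue read as CellTiterGlo luminescence.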
TSHR antag: Antagonists of the Thyroid Stimulating Hormone Receptor: HTS campaign; Thyrotropin receptor (Homo sapiens), P16473; TSHR-expressing cells, TSH-stimulated cAMP HTRF, 2 h; active compounds read low; activity change, negative = inhibition, % at 11.5 µM; hit rate 0.2% among 330,000;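 active means activity change below a set negative limit, meaning inhibition stronger than a set level, cut at about -70% in these data; inconclusive means activity change between two set negative limits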; further: on the % scale 0 is the no-effect control and ±100 the full control effect
Target sequence (P16473 whole entry, looked up): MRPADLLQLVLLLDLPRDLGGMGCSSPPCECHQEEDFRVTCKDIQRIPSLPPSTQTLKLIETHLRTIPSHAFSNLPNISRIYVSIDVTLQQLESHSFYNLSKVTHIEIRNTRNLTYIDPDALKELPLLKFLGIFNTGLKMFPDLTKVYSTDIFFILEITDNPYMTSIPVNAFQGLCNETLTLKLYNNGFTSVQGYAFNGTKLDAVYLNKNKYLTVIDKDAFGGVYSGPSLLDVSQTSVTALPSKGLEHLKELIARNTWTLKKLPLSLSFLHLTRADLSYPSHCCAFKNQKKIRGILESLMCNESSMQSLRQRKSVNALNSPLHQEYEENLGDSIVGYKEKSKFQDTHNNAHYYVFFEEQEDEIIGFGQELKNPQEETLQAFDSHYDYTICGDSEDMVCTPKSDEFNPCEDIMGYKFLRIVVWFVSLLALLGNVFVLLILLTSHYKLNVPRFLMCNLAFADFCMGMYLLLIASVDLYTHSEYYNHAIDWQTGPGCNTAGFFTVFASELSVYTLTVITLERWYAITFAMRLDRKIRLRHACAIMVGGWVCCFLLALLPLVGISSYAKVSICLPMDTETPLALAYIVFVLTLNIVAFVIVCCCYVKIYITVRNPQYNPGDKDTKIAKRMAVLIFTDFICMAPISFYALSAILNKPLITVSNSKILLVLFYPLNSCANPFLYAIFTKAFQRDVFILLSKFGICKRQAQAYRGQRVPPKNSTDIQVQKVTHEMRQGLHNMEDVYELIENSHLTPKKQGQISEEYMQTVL
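Antagonism was scored as loss of TSH-driven cAMP in TSHR cells, stimulated with 4nM TSH (EC80) for 2 hours at 37 deg C and detected by homogeneous HTRF competition immunoassay.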
Tb PFK block: qHTS Assay to Find Inhibitors of T. brucei phosphofructokinase. T. brucei PFK, ADP-Glo luminescence. ATP-dependent 6-phosphofructokinase (Trypanosoma brucei brucei), O15648. hit rate 0.17% among 330,000. AID 485367, 2010. Potency, µM (series often up to 57.5 µM), inactives show at the top dose activity, negative = inhibition, actives largely listed as inhibitors;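 further: potency means the concentration at half of the fitted maximal effect; 0% = uninhibited 1x PFK enzyme wells and -100% = no-enzyme wells; nearly all actives have a fitted effect of over 60% in size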
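PFK 1.25 nM, F6P 0.5 mM, ATP 0.1 mM, 0.1 M TEA pH 8.0, 5 mM MgCl2, 0.01% Tween20, 0.1% BSA; 45 min RT. ADP-Glo readout. qHTS titration up to 57 uM; curves fitted, compounds curve-classed.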
ELG1 DNA repair: qHTS screen for small molecules that inhibit ELG1-dependent DNA repair in human embryonic kidney (HEK293T) cells expressing luciferase-tagged ELG1 | HEK293T ELG1-luciferase reporter, luminescence, 16 h; DNA damage induced by 5-fluorouridine | Potency, µM (series often up to 46.1 µM), inactives show at the highest dose activity change, negative = inhibition, hits mostly inhibitors | hit rate 2.3% among 330,000 | AID 504467, 2011; further: potency means the concentration at half of the fitted maximal effect; on the % scale 0 is the no-effect control and ±100 the full control effect; nearly all actives have a fitted effect of over 55% in size
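In this reporter screen, reduction of luminescence relative to DMSO vehicle indicated activity. Compounds and 5-fluorouridine were added together to 2,000 cells per well, incubated for 16 hr at 37 °C, then developed with ONE-Glo.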
AT treatment: qHTS Assay for Identifying a Potential Treatment of Ataxia-Telangiectasia; […] A-T fibroblasts, KAP-1 phosphorylation AlphaLISA; neocarzinostatin DNA damage 30 min before lysis; hit rate 0.19% among 320,000; AID 485349, 2010; Potency, µM (top dose mostly 57.5 µM), for inactives: at the top dose activation, hits mostly activators; further: potency means the concentration at half of the fitted maximal effect; % of control where 0% means no effect; nearly all actives have a fitted effect of over 45% in size
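ATM-like activity read as KAP-1 phosphorylation via AlphaLISA donor/acceptor antibody pairs after lysis and 6 hr at 25C. Cells were ATM-null patient fibroblasts ([…], hTERT), dosed 60 min, then exposed to the DSB inducer NCS for 30 min.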
Eya2 phos inh: qHTS Assay for Inhibitors of the Phosphatase Activity of Eya2. hit rate 0.006% among 330,000. recombinant Eya2, OMFP fluorescence dephosphorylation (OMFP is methylfluorescein phosphate). AID 488837, 2010. Potency, µM (doses to about 76.9 µM), without a hit: top-dose activity, negative = inhibition, most hits filed as inhibitors. Protein phosphatase EYA2 (Homo sapiens), O00167; further: potency means the concentration at half of the fitted maximal effect; on the % scale 0 is the no-effect control and ±100 the full control effect
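Eya2 (0.2 uM) preincubated 10 min at ambient with compound, then OMFP substrate added at 50 uM; 10 min reaction in 50 mM HEPES pH 7.5, 50 mM NaCl, 5 uM MgCl2, 0.05% BSA, 1 mM DTT. Fluorescence read at Ex 485/Em 525 nm.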
Chronic BCR inh: qHTS Assay to Find Inhibitors of Chronic Active B-Cell Receptor Signaling; ABC-DLBCL IkBa-CBG/CBR reporter, luminescence ratio, 4 h; AID 493014, 2011; Potency, µM (titrated, usually from 46.1 µM), inactives show top-dose ratio change, negative = lower green/red ratio, actives largely listed as inhibitors; hit rate 0.05% among 340,000; active means well fitted inhibition curve with a large enough effect in the signal ratio, with a control signal flat, not every such curve was filed as active; inconclusive means small, poorly fitted or top-dose-only effect, or effect the other way, or a change in a side signal; the % refers to the signal ratio;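 further: potency means the concentration at half of the fitted maximal effect; plate controls were basal doxycycline-induced cells for no effect and cells given 10 µM MG132 for full effect; MG132 reads +100%, hits lower the ratio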
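Compounds up to 46 uM were incubated four hours with TMD8 cells whose green CBG68 luciferase is fused to IkappaBalpha; red CBR luminescence normalised the signal, and concentration-effect curves were fitted to fusion, red and ratio data.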
PTAP TSG101 blk: qHTS Assay for Iinhibitors of HIV-1 Budding by Blocking the Interaction of PTAP/TSG101 | Potency, µM (series often up to 115 µM), without a hit: at the highest dose activity change, negative = inhibition, hits mostly inhibitors | Fluorescence polarization, FITC-PTAP peptide / Tsg101 binding | 340,000 tested, under 10 active | AID 493005, 2010 | Tumor susceptibility gene 101 protein (Homo sapiens), Q99816; active means well fitted inhibition curve with a large enough effect in the main read-out, with a control signal flat, not every such curve was filed as active; inconclusive means small, poorly fitted or top-dose-only effect, or effect the other way, or a change in a side signal; inactive means no such curve, though single readings can be large or run the other way; further: potency means the concentration at half of the fitted maximal effect; % of control where 0% means no effect
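Tsg101 binding domain (10 uM final) was mixed with compound and a FITC-labeled PTAP peptide (50 nM final) in HEPES pH 7.5 buffer with NaCl, Tween 20, EDTA and TCEP; fluorescence polarization was read after 20 min at r.t.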
ASM inhibitor: Inhibitors of Secretory Acid Sphingomyelinase (S-ASM): qHTS; placental ASM, HMU-PC fluorogenic substrate, 60 min; Potency, µM (top dose mostly 57.5 µM), without a hit: at the highest dose activity change, negative = inhibition, usual class: inhibitors; hit rate 0.006% among 340,000; Sphingomyelin phosphodiesterase (Homo sapiens), P17405; further: potency means the concentration at half of the fitted maximal effect
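qHTS format. ASM enzyme prepared from human placenta hydrolyses the fluorogenic substrate HMU-PC0 (9 uM final) over 60 min at 37 °C after a 10 min compound preincubation.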
TCR activator: Activators of T cell receptors: qHTS campaign; 330,000 tested, under 10 active; Potency, µM (top dose mostly 9.22 µM), inactives show at the top dose activation of IL-2 secretion, usual class: activators; AID 504894, 2011; primary human leukocytes, anti-CD3, IL-2 HTRF, 48 h; further: % of control where 0% means no effect
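IL-2 produced over 48 hr by a-CD3 bead-stimulated primary human leukocytes exposed to compounds was detected with a homogeneous time-resolved FRET immunoassay, 665nm acceptor signal after 320nm excitation.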
Starred values were filed as active, the others as inactive; ? = inconclusive; . = no result given; [ ] = remark or other dose. Unless noted, the call rests on the fitted dose curve; in most records, active means well fitted curve in the direction sought with a large enough effect; inconclusive means small, poorly fitted or top-dose-only effect, or another doubt; inactive means no such curve, though single readings can be large; an effect the other way counts as inactive or inconclusive.

Every second line gives: Integrin act MD	Mito fusion act	TSHR antag	Tb PFK block	ELG1 DNA repair	AT treatment	Eya2 phos inh	Chronic BCR inh	PTAP TSG101 blk	ASM inhibitor	TCR activator
> CNC(=S)N1CCN(c2cccc(OC)c2)CC1
→ -7%	-2%	1	-11%	9%	10%	5%	10%	-5%	2%	-1%
> Cc1nc(-c2cccc(S(=O)(=O)N3CC(C)CC(C)C3)c2)cs1 (stereo not drawn)
→ -42%	0%	-10	-1%	?	10%	-11%	0%	-3%	-2%	-10%
> CCSc1nc(O)c(C2OC(=O)c3c2ccc(OC)c3OC)c(=O)n1-c1ccccc1 (stereo not drawn)
→ -1%	1%	7	2%	-1%	1%	2%	9%	-5%	7%	-3%
> Cc1cc(C)c(C#N)c(SCCS(=O)(=O)Cc2ccccc2)n1
→ -19%	5%	2	18%	?	9%	-16%	4%	-5%	-3%	3%
> CC(=O)c1cccc(NC(=O)COC(=O)COc2c(Cl)cc(Cl)c3ccc(C)nc23)c1
→ 5%	1%	-14	14%	1%	-3%	-1%	10%	2%	.	0%[46.1 µM]
> COc1ccc(N2CCN(C(=O)CCc3nc(-c4ccc(C)cc4)no3)CC2)cc1
→ -17%	0%	-10	-1%	-27%	.	-11%	-3%	-3%	-12%	.
> COc1ccc(-n2c(=S)[nH]c3cc(C(=O)NCCCN4CCCC4=O)ccc3c2=O)c(OC)c1
→ 8%	2%	-2	1%	-1%	1%	21%	14%	-2%	1%	.
> COc1cc2c(cc1NC(=O)COC(=O)/C=C/c1ccc([N+](=O)[O-])cc1)oc1ccccc12
→ -6%	-3%	-2	2%	11%	6%	1%	?	0%	-7%	-4%
> O=C1NC[C@@H](Cc2cccc3ccccc23)N(CC2CCCCC2)C1=O
→ -11%	-3%	6	1%	-5%	-68%[inhibitor]	0%	?	0%	1%	-2%
> COc1ccc2cc(CCN3C(=O)c4ccccc4C3=O)c(=O)[nH]c2c1
→ 14%	0%	4	0%	17%	17%	2%	0%	-4%	14%	0%
> CCc1nc2c(c(=O)c3ccccc3n2C)c(=O)n1-c1ccc(F)cc1
→ -22%	1%	-15	2%	1%	.	0%	-7%	-1%	-1%	-1%
> Cc1ccc(C(=O)Oc2ccc3ccc(=O)oc3c2)cc1
→ 26%	1%	10	-3%	29%	-2%	?	2%	1%	.	-4%
> Cc1cccc(NC(=O)N(C)Cc2cccs2)c1
→ -9%	0%	-5	-4%	?	.	0%	-8%	-7%	-2%	-4%
> COC(=O)CSc1nnc2cc(C)c3ccccc3n12
→ 14%	-10%	4	-3%	0%	1%	1%	-1%	-9%	-2%	-4%
> O=C(CCCN1C(=O)/C(=C\c2ccccc2)SC1=S)Nc1cccc(C(=O)O)c1
→ 33%	14%	-17	-7%	-6%	0%	-1%	26%	2%	7%	-6%
> COc1cccc(NC(=O)CN(C)C(=O)CCNS(=O)(=O)c2ccc(C)cc2)c1
→ 9%	-1%	2	-4%	-3%	7%	-8%	3%	1%	1%	6%
> CCCCCc1nnc(NC(=O)C2COc3ccccc3O2)s1 (stereo not drawn)
→ 15%	7%[9.22 µM]	13	-1%	?	-8%	2%	?	-3%	6%	-2%
> CN(C(=O)COC(=O)/C=C/c1ccc(S(=O)(=O)N2CCc3ccccc32)cc1)C1CCS(=O)(=O)C1 (stereo not drawn)
→ -10%	4%	12	0%	-1%	2%	9%	3%	-2%	1%	15%
> CCOc1ccc(CNc2nnnn2C)cc1OC
→ -5%	2%	51	6%	4%	-12%	-1%	4%	2%	-2%	.
> CC(C)N(C(=NCc1ccccc1)NC(=O)c1ccccc1)C(C)C
→ -3%	-2%	0	-6%	3%	7%	-6%	9%	-1%	8%	-3%

(further entries)
Every second line gives: Integrin act MD	Mito fusion act	TSHR antag	Tb PFK block	ELG1 DNA repair	AT treatment	Eya2 phos inh	Chronic BCR inh	PTAP TSG101 blk	ASM inhibitor	TCR activator
> Cc1ccc(C(=O)NNC(=S)NC(=O)c2ccco2)cc1
→ 13%	-33%[inhibitor]	-7	-1%	?	-5%	1%	?	-3%	2%	0%
> O=C(CSc1ccccn1)Nc1nc2ccc(Br)cc2s1
→ 23%	-7%	-1	2%	7%	4%	?	-8%	-3%	-1%	-3%
> COc1ccc(NC(=O)CSc2nc3ccccc3c(=O)n2-c2ccc3c(c2)OCO3)c(OC)c1
→ 1%	-3%	-4	2%	?	3%	2%	-1%	-4%	-5%	-1%
> O=C(C1CCN(Cc2ccc(OCc3ccccc3)cc2)CC1)N1CCCC1
→ -8%	-5%	-7	-20%	?	15%	-9%	?	-6%	4%	4%[46.1 µM]
> CC(=O)c1ccc(OCc2cc(C(=O)N3CC[C@@H]4CCCC[C@H]4C3)no2)cc1
→ -31%	1%	2	-19%	?	-12%	-11%	-1%	-4%	-2%	-4%
> O=C(COC(=O)CSc1ccccc1)Nc1ccc(F)cc1F
→ 0%	.	2	0%	?	7%	3%	?	0%	0%	-7%
> O=C(NC(=S)Nc1ccc(S(=O)(=O)Nc2nccs2)cc1)c1cccc(F)c1
→ 9%	-6%	-19	-4%	-1%	7%	1%	12%	-11%	1%	6%[46.1 µM]
> Cn1c(=O)c2c(nc(SCC(=O)Nc3ccccc3)n2C)n(C)c1=O
→ -2%	1%	2	-2%	0%	4%	1%	?	-2%	0%	-1%
> CC(=O)N1CCN(S(=O)(=O)c2ccc(S(=O)(=O)NCC(C)C)cc2)CC1
→ 6%	1%	-2	-11%	6%	4%	-2%	?	-5%	-2%	-8%
> Cc1sc(C(=O)Nc2ccc3ccccc3c2)cc1CC(=O)O
→ 4%	-8%	-5	-2%	?	-1%	-11%	?	-1%	-29%	-2%
> COc1ccc(-c2nn3c(-c4ccco4)nnc3s2)cc1OC
→ 8%	7%	1	0%	9%	-1%	-12%	-23%	-16%	-2%	-6%
> CCC(=O)NC(=S)Nc1cccc(NC(=O)c2ccccc2)c1
→ 0%	-5%	3	-3%	?	-5%	-20%	?	0%	0%	-5%
> CC(=O)Nc1ccc(S(=O)(=O)NCC(=O)NCCc2ccc(S(N)(=O)=O)cc2)cc1
→ 15%	2%	0	0%	-10%	-1%	4%	-3%	-4%	1%	-3%
> Nc1cc(-c2ccc(Cl)cc2)nn1-c1ccccc1
→ 2%	2%	1	2%	?	-5%	2%	-6%	-1%	-2%	1%
> Cc1ccc(Nc2nnc(SC(C)C(=O)NCC3CCCO3)s2)cc1C (stereo not drawn)
→ 10%	-2%	8	-3%	?	-2%	-1%	?	-1%	1%	3%
> COc1ccc2c(C)cc(SCC(=O)N3CCOCC3)nc2c1
→ 7%	0%	-4	1%	-11%	11%	20%	?	8%	-1%	-4%
> COc1ccc(/C=N/OCC(=O)N(Cc2ccccc2)c2ccccc2C(=O)O)cc1
→ -10%	2%	-2	4%	-9%	6%	-2%	?	-6%	0%	-1%[46.1 µM]
> Cc1cccc(OC(C)C(=O)N/N=C\c2ccncc2)c1 (stereo not drawn)
→ -7%	-17%	5	-3%	0%	5%	-8%	-9%	-1%	-1%	0%
> CCOC(=O)c1c(NC(=O)C2CCN(S(=O)(=O)c3ccc(Cl)cc3)CC2)sc2c1CCCC2
→ 26%	-2%	-8	0%	0%	2%	5%	0%	2%	-2%	-2%[46.1 µM]

High-throughput results as filed in PubChem BioAssay.
